Screens (PubChem)
tim10-1 inh: tim10-1 yeast growth inhibition | AID 463190 | 330,000 tested, 2.2% active | S. cerevisiae tim10-1 ts strain growth, BacTiter-Glo, 24 h | inhibition, % at 20 µM;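 active = inhibition of at least 40%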;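 note: mutant grown at 25 °C; 0% = DMSO wells with yeast and 100% = wells holding no yeast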
GRIN3A LBD mod: modulators (binders) of human NR3A ligand-binding domain; NR3A LBD differential scanning fluorimetry, Tm shift; 0% = protein alone, 100% = glycine-bound protein; Tm shift relative to glycine control, % at 25 µM; 340,000 tested, 2.5% active;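 active = melting temperature shift of at least 10% of the positive control shift, at one fixed dose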
APJ antagonist: antagonists of human APJ apelin receptor. P35414. CHO-K1 APJ beta-arrestin complementation, luminescence. inhibition, % at 20 µM. 330,000 tested, 0.32% active;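 active = inhibition above about 40% at 20 µM, limit read from the data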;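 note: cells challenged with 10 nM apelin-13 agonist together with compound; plate controls were apelin-13 plus DMSO wells for no effect and DMSO wells lacking apelin-13 for full effect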
Target sequence (P35414 whole entry, looked up): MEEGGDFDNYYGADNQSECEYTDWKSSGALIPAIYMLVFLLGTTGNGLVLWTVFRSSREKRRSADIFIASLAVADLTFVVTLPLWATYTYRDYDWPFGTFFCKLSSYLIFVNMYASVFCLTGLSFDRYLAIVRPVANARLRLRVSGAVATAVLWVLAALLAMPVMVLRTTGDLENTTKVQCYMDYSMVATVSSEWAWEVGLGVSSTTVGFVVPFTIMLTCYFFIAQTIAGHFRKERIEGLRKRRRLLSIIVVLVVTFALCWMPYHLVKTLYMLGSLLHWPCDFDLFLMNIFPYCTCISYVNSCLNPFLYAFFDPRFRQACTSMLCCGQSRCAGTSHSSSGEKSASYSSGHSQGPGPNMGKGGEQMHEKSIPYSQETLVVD
MPTP block: blocks calcium-induced mitochondrial swelling. inhibition, % at 10 µM. 360,000 tested, 1.4% active. AID 602449. isolated mouse mitochondria, Ca2+ swelling absorbance, 30 min;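 active = inhibition of 50% or more, scaled per plate between neutral and stimulator controls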;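 note: 0% = DMSO wells given calcium and 100% = 1 mM EGTA wells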
beta cell repl: MIN6 beta-cell proliferation induction; MIN6 cells proliferation, ATPlite luminescence, 48 h; cells starved in 0.2% serum; 100% = growth in 10% serum; proliferation, % at 10 µM; 330,000 tested, 0.29% active; AID 2380;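 active = compounds whose signal lies at least 3.5 SD above the mean of all wells on their plate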;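 note: 0% = DMSO-treated cells in low-serum medium and 100% = 10% serum control; some compounds called inactive have numbers as strong as hits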
NALP3 yeast inh: blocks the NALP3 inflammasome reconstituted in yeast; 330,000 tested, 0.39% active; inhibition, % at 10 µM; Yeast reconstituted NLRP3/ASC/caspase-1, beta-gal luminescence, 24 h; AID 2825;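 active = inhibition of 50% or more; inactive = inhibition below 50%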;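 note: plate controls were induced DMSO wells for no effect and uninduced yeast grown without galactose for full effect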
TIM10 inh: TIM10 yeast growth inhibition | inhibition, % at 10 µM | 330,000 tested, 1.4% active | S. cerevisiae TIM10 strain growth, BacTiter-Glo luminescence, 24 h;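 active = inhibition of 40% or more at the single tested concentration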;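 note: wild-type TIM10 isogenic control strain grown at permissive 25 °C; 0% = DMSO yeast wells and 100% = minimal medium wells without yeast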
tim23-1 inh: growth inhibitors of tim23-1 mutant yeast. S. cerevisiae tim23-1 growth, BacTiter-Glo luminescence, 24 h. inhibition, % at 20 µM. 330,000 tested, 1.3% active. AID 463212;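 active = growth inhibition of the mutant yeast at or above 50%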;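 note: temperature-sensitive mutant grown at 25 °C; plate controls were DMSO-treated mutant yeast for no effect and medium wells lacking yeast for full effect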
APJ ag: activates the human apelin receptor APJ | 330,000 tested, 0.11% active | CHO-K1 APJ PathHunter beta-arrestin, luminescence; 0% DMSO wells, 100% apelin | activation, % at 20 µM | AID 2520;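 active = activation more than six SD over the plate average, tested at 20 µM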;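 note: 0% = DMSO alone and 100% = apelin-13 at 10 nM; some results filed as inactive read as strong as hits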
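Test system – PathHunter CHO-K1 APJ (AGTRL-1) beta-arrestin reporter cells · Input – 1000 cells/well · Compound – single test compound dose, 20 µM final, 1% DMSO · Times – compound stimulation 90 min at 25 °C, detection 60 min · Technique – beta-gal luminescence · Read-out basis – APJ–arrestin association signal · Control set – negative DMSO alone, positive Apelin-13 at 10 nM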
Numbers without * were called inactive; / = not tested or not shown.

molecule	NALP3 yeast inh	APJ antagonist	beta cell repl	GRIN3A LBD mod	MPTP block	tim23-1 inh	TIM10 inh	tim10-1 inh	APJ ag
Cc1ccccc1N1CCN(CC(=O)Nc2nc(C)c(C(=O)N(C)C)s2)CC1	17.4	4.4	3.4	-0.2	-0.1	6.9	10.3	12.9	1.6
O=C(Nc1ccc([N+](=O)[O-])cn1)C1CC1	-3.9	-12.9	-1.4	-7.0	-1.0	13.4	9.5	27.1	5.5
COc1ccc([C@@H]2CC=C(C(=O)O)[C@H](c3ccc(C)cc3)N2S(=O)(=O)c2ccccc2C)cc1	13.0	-3.3	0.3	4.7	0.1	31.0	14.7	15.4	-4.2
Nn1c(SCC(=O)NCC2CCCO2)nnc1-c1ccc(OC(F)F)cc1 (stereo unspecified)	15.7	-18.9	-1.6	-1.2	-0.8	2.5	5.5	15.3	-0.1
Cc1ccc(NC(=O)C2CCN(S(=O)(=O)c3c(C)[nH]c(=O)[nH]c3=O)CC2)cc1	13.4	6.4	-1.1	-0.1	0.2	9.8	8.7	17.8	-2.0
CC1(C)Cc2c(sc3c2c(N)nc(=S)n3Cc2ccccc2)CO1	5.3	7.7	-2.6	/	/	-22.6	-3.0	2.6	-1.1
CCCN(CCC)C(=O)c1ccc2c(c1)S(=O)(=O)c1ccccc1C2=O	-6.2	-73.9	1.3	-1.6	0.6	39.9	10.6	32.5	12.6
Cc1cc(C)n(S(=O)(=O)c2ccc(Cl)cc2)n1	16.7	12.1	-0.8	0.1	0.0	10.6	-5.1	5.6	-2.2
COC(=O)c1cc(Br)c(=O)n(CCN(C(C)C)C(C)C)c1	-4.3	33.0	1.1	0.1	-4.4	7.2	-2.8	-10.3	-1.9
CCOC(=O)c1c(C2CC2)csc1NC(=O)COC(=O)c1cc(OC)c(OC)cc1[N+](=O)[O-]	0.3	-2.6	1.0	-2.2	4.9	-7.9	13.5	18.9	-2.7
O=C(COC(=O)CCc1nc2ccccc2s1)Nc1ccc(S(=O)(=O)N2CCOCC2)cc1	2.5	5.7	-0.8	-3.4	-2.3	6.8	20.8	26.3	-2.0
CCOc1cc(/C=N/NC(=O)c2ccc(=O)n(C)c2)ccc1O	-22.2	-16.2	-3.1	0.8	-0.3	2.2	14.1	13.7	-3.2
O=S(=O)(N/N=C\c1ccc(-c2ccccc2Cl)o1)c1ccccc1	8.8	58.7*	-1.8	1.4	-3.5	45.7	28.7	28.0	-12.2
C#Cc1ccc([C@H]2C=C(C(=O)NC3CC3)O[C@@H](OCC)[C@@H]2CCCO)cc1	9.2	-65.0	2.8	0.3	-1.5	-7.2	-3.9	-21.1	-5.8
Cc1onc(-c2ccccc2Cl)c1C(=O)OCC(=O)N1CCCCC1	9.7	5.2	-0.5	2.5	-0.2	0.3	2.9	-5.2	-1.1
COCCOc1cc(NC(=O)c2ccccc2)c(Cl)cc1Cl	30.9	11.9	2.8	2.1	-1.1	7.9	-15.0	4.5	1.9
O=C1c2cccnc2C(=O)N1Cc1ccc(S(=O)(=O)NCc2ccco2)s1	15.0	10.3	-3.0	-0.6	0.2	5.3	11.7	3.2	4.0
COCCCNc1nc2ccccc2nc1NS(=O)(=O)c1ccccc1	6.5	2.8	0.9	-0.6	-0.5	22.7	4.5	24.7	2.7
C=CCNC(=O)CC12CC3CC(C1)CC(CC(=O)NCC=C)(C3)C2	16.5	1.9	0.8	1.1	-3.3	-0.6	-6.2	9.8	-3.0
CCc1nnc(NC(=O)CC(CN(C)S(=O)(=O)c2ccccc2)c2ccccc2)s1 (stereo unspecified)	9.8	-2.8	-0.1	0.0	-2.0	9.4	15.5	5.7	-3.0
CCCc1cc(=O)[nH]c(SCC(=O)NCC2COc3ccccc3O2)n1 (stereo unspecified)	11.5	14.3	4.3	0.3	0.5	-3.4	0.8	-19.0	-4.8
COC(=O)CCc1c(C)c(C(=O)c2cc(OC)c(OC)c(OC)c2)c2ccccn12	-9.0	1.0	0.7	0.3	0.4	35.2	10.0	23.6	-4.8
COC(=O)c1ccc(OC(=O)CCN2C(=O)C3C4c5ccccc5C(c5ccccc54)C3C2=O)cc1 (stereo unspecified)	-6.4	-10.0	-2.4	-0.2	1.0	22.2	28.9	19.2	-0.7
COc1ccc(C2SC[C@@H](C(=O)O)N2C(C)=O)cc1 (stereo partly specified)	14.3	-8.0	5.5	-1.1	-3.9	17.7	1.5	12.6	1.9
CCS(=O)(=O)C1=NSC2=NC(=O)/C(=C\c3ccc(OS(=O)(=O)c4ccccc4)cc3)C(=N)N21	4.9	1.7	-0.2	5.9	0.7	8.3	16.2	13.1	-2.4

Arranged by the number under APJ antagonist (largest number first): some entries from above
Molecule | NALP3 yeast inh | APJ antagonist | GRIN3A LBD mod | MPTP block | APJ ag
O=C(COC(=O)CCc1nc2ccccc2s1)Nc1ccc(S(=O)(=O)N2CCOCC2)cc1 | 2.5 | 5.7 | -3.4 | -2.3 | -2.0
Cc1onc(-c2ccccc2Cl)c1C(=O)OCC(=O)N1CCCCC1 | 9.7 | 5.2 | 2.5 | -0.2 | -1.1
COc1ccc([C@@H]2CC=C(C(=O)O)[C@H](c3ccc(C)cc3)N2S(=O)(=O)c2ccccc2C)cc1 | 13.0 | -3.3 | 4.7 | 0.1 | -4.2

Next part.
molecule	NALP3 yeast inh	APJ antagonist	beta cell repl	GRIN3A LBD mod	MPTP block	tim23-1 inh	TIM10 inh	tim10-1 inh	APJ ag
CCOC(=O)N/N=C\c1cccc(OC)c1	13.6	-7.7	-1.5	4.0	-0.8	21.6	-4.3	18.5	-2.0
CCOc1ccc(NC(=O)CCc2nnc3ccc(N4CCN(C)CC4)nn23)cc1	23.8	-21.5	-3.5	-1.1	-0.1	3.2	-7.6	-4.6	5.8
O=C(NCCO)c1cccc(Cl)c1	-1.3	2.8	-3.4	3.2	0.1	9.6	19.8	2.5	-0.9
Cc1nn(-c2ccccc2)c(Cl)c1/C=N/NC(=O)CCNc1n[nH]c(=O)[nH]c1=O	1.1	-12.0	-0.5	-0.4	/	19.1	-4.1	9.0	-2.1
COc1ccc(NC(=O)COC(=O)[C@@H]2CCCN2C(=O)c2cccs2)cc1	12.0	5.7	-2.0	-2.3	2.0	15.7	6.5	25.8	-2.2
Cc1cc(NC(=O)c2ccccc2)cc(NC(=O)c2ccccc2)c1C	17.6	9.0	-1.0	2.2	-0.1	2.4	0.5	2.2	-2.8
Cc1ccc2[nH]c(=O)c(CC=C(Cl)Cl)c(C)c2c1	-4.6	-0.9	6.2	0.1	0.6	-17.4	-31.6	-6.2	-3.5
COc1ccc(C)cc1NC(=O)C(NCC(O)c1ccccc1)c1ccccc1 (stereo unspecified)	9.9	12.3	2.0	0.2	0.2	11.3	11.8	23.6	-6.5
NNc1nnc2c3cc(F)ccc3n(CCc3ccccc3)c2n1	14.4	19.0	-2.9	-3.4	0.7	20.4	16.2	6.2	-3.3
NC(=O)CC(NC(=O)c1ccccc1)c1ccc(NC2CCCC2)c([N+](=O)[O-])c1 (stereo unspecified)	18.6	30.9	-3.4	-10.9	1.4	13.8	-1.8	4.1	3.3
Cc1ccc(C2CCN(C(=O)Nc3ccccc3)C2)cc1 (stereo unspecified)	20.5	4.2	-3.9	-2.1	0.0	22.0	1.7	6.8	-1.7
O=C(CN1CCN(C(=O)CN2C(=O)NC3(CCCC3)C2=O)CC1)Nc1cccc(F)c1	-2.3	-13.5	-2.7	0.3	-1.1	-2.4	5.8	-9.3	-5.5
COc1cc(/C=C/C(=O)OCC(=O)Nc2ccccc2Sc2ccc(Cl)cc2)ccc1O	3.7	3.8	-5.5	15.2*	3.2	10.7	-6.9	1.8	-0.6
C#CCOCCOCCOCCNc1nc(N2CCN(C(=O)[C@H]([C@@H](C)CC)n3cc([C@@H](N)CO)nn3)CC2)nc(N2CCN(C(=O)[C@H]([C@@H](C)CC)n3cc([C@@H](N)CC(C)C)nn3)CC2)n1	-2.1	30.2	-3.0	0.2	-0.3	20.8	-9.4	12.8	0.5
NC(=O)C1CCN(C(=O)CSc2ncccn2)CC1	20.0	5.7	1.3	-0.1	-0.2	7.1	7.6	-2.1	-2.5
CCC(C)(C)NC(=O)Cc1ccc(OC)c(OC)c1	9.7	4.4	-2.2	-0.4	0.2	3.6	2.9	-1.1	-3.3
COCCNC(=O)c1cccc(OC2CCN(Cc3ccc(F)c(OC)c3)CC2)c1	8.7	13.3	-2.2	-2.3	1.4	8.3	-3.3	2.7	-3.4
O=C(Nc1nccs1)c1ccc(COc2ccc(Cl)cc2)o1	1.8	23.7	-2.3	-3.4	0.2	16.9	-7.8	9.3	-0.4
O=C1CCc2cc(NS(=O)(=O)c3ccc(Cl)cc3)cc3c2N1CC3	3.0	-59.5	2.5	0.2	-1.0	4.6	5.2	9.9	-2.2
Cc1ccsc1S(=O)(=O)N1CCCC(CCC(=O)NCc2ccccc2F)C1 (stereo unspecified)	14.7	28.4	1.2	-10.6	-4.2	4.8	-2.8	1.2	-3.0
CC(C)c1ccc(Nc2nnns2)cc1	6.4	11.3	-0.3	1.1	23.2	18.7	14.0	18.9	-4.0
COc1ccc(CN2CC(=O)N(c3cc(Cl)ccc3C)C2=S)cc1OC	-4.6	-1.9	-4.9	-0.3	1.1	33.8	-0.2	25.8	-1.8
O=C(c1ccco1)N1CCN(S(=O)(=O)c2c(Cl)cccc2Cl)CC1	22.5	-0.3	-1.1	0.2	-0.6	41.6	6.2	31.2	-1.8
CC1CCCC(NC(=O)COC(=O)[C@@H](NC(=O)c2ccccc2Cl)C(C)C)C1C (stereo partly specified)	6.6	-8.3	2.1	1.1	0.2	16.4	7.4	5.1	0.5
Cc1ccc(Nc2ccncc2S(N)(=O)=O)cc1	9.3	12.7	-1.1	-1.9	1.0	2.8	6.9	-9.8	-0.8
O=C(Nc1ccc2c(c1)OCO2)c1n[nH]c(=O)c2ccccc12	8.4	0.5	4.5	-3.6	2.7	1.9	14.4	-6.9	-3.4
Cc1ccccc1N(CC(=O)N/N=C/c1cc(Br)c(C)o1)S(C)(=O)=O	9.2	-14.0	0.0	1.3	-2.4	12.0	10.7	17.5	-1.1
Cc1ccccc1Cn1ccc(-c2ccc3c(c2)OCO3)n1	16.1	7.6	-1.9	0.9	1.2	25.6	9.4	25.2	-3.2
COc1ccc(N/C(N)=N/c2nc(CSc3ccc(C)cc3)cc(=O)[nH]2)cc1	16.4	-2.1	-4.7	-1.3	1.2	29.7	-3.4	-0.3	1.7
COc1ccc(/C=C/C(=O)O)cc1S(=O)(=O)NCc1ccccc1	2.3	-0.4	-0.5	-8.9	0.2	-0.8	0.1	-7.8	-1.3
CCCN(CC(=O)Nc1ccccc1C)C(=O)c1ccc(S(=O)(=O)N2CCCCCC2)cc1	-4.2	6.6	-4.1	3.7	1.3	5.8	5.8	14.8	-3.7
CCOC(=O)c1c(C)oc2c1C(=O)c1ccccc1C2=O	-3.8	-16.5	-5.7	-1.4	2.9	78.9*	72.5*	71.8*	1.7
CCOc1ccc(C(=O)COC(=O)c2cccc(-n3cnnn3)c2)cc1	14.1	-21.9	-1.9	-0.3	-1.6	-3.6	4.2	-10.9	11.6
O=C(COC(=O)C1CC1)Nc1ccc([N+](=O)[O-])cc1C(F)(F)F	9.4	-38.3	-3.0	-1.8	1.3	6.4	6.8	2.5	-0.1
